Assay outcomes deposited in PubChem BioAssay by National Center for Advancing Translational Sciences (NCATS).
Abeta rescue – A-beta toxicity reversal in yeast; yeast expressing A-beta42, growth rescue, OD600, 48 h; response scale: 0% DMSO, 100% iron-clioquinol control; Potency, µM (series often up to 46.1 µM), for the others: at the top dose growth rescue, most hits filed as activators; 410,000 tested, 0.063% active; note: potency is the fitted concentration of half-maximal effect; nearly all actives have a fitted effect of over 55% in size
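Growth rescue measured by 600 nm absorbance after 48 h yeast culture at 30 C with compound. Values normalized between DMSO and an equimolar ferric chloride plus clioquinol control.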
EPAC1 ag – EPAC1 (human) agonism; AID 720707; O95398; Potency, µM (highest dose often 154 µM), without a hit: top-dose activation, hits mostly activators; 360,000 tested, 0.073% active; EPAC1 agonist qHTS, biochemical assay; response scale: 100% = response to 6.5 mM cAMP; note: potency is the fitted concentration of half-maximal effect; nearly all actives have a fitted effect of over 60% in size
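EPAC1 100 nM, Rap1B–BODIPY-GDP 250 nM, unlabeled GDP 50 uM; compound titration; 5 min RT; kinetic read ex480/em540 at 5-min intervals ×30 min; data normalized to 6.5 mM cAMP agonist control.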
EPAC1 antagonist – EPAC1 (human) antagonism. 360,000 tested, 0.14% active. EPAC1 GEF assay, Rap1b-BODIPY-GDP exchange fluorescence. Potency, µM (top dose mostly 115 µM), inactives show at the highest dose activity change, negative = inhibition, usual class: inhibitors;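 note: potency is the fitted concentration of half-maximal effect; plate controls were vehicle for no effect and positive control for full effect; nearly all actives have a fitted effect of over 50% in size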
aSyn rescue – inhibitors of alpha-synuclein toxicity in yeast; Yeast expressing alpha-synuclein, growth rescue, BacTiter-Glo, 24 h; Potency, µM (top dose mostly 46.1 µM), for inactives: at the top dose growth rescue (activation), hits mostly activators; 370,000 tested, 0.14% active; AID 652106; note: potency is the fitted concentration of half-maximal effect; % of control where 0% means no effect; nearly all actives have a fitted effect of over 65% in size
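Readout is rescue of growth in alpha-synuclein-expressing yeast, so inhibitors of toxicity appear as activators. Growth after 24 hr at 30 deg C in galactose medium is quantified by luminescence.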
IL2 activator – activators of IL-2; IL-2 activation reporter assay, cell-based qHTS; stimulated with anti-CD3/CD4/CD28 beads; in transgenic mouse T cells; 360,000 tested, 0.065% active; activation, % (series mostly up to about 46 µM); in the data active = activation above about 50%; inconclusive = mostly about 30% to 49%; note: 0% is about no effect
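EGFP and DsRed fluorescence is measured by plate cytometry in unstimulated transgenic mouse T cells exposed to compound for 60 minutes, then stimulated 18 hours at 37 degrees C with anti-CD3/anti-CD4 beads plus anti-CD28.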
PI5P4Ka inh – blocks human PI5P4K alpha kinase activity; max response, %; 330,000 tested, 1.2% active; AID 652105; PI5P4Kalpha enzyme, ADP-Glo luminescence, 60 min; hits give low values; P48426; active = max response of -50% or lower; inconclusive = between -30% and -50%; inactive = -30% or higher; note: value at the top dose of about 77 µM; % is set by controls: 0 for no effect and ±100 for the full control effect
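Luminescence from ADP-Glo served as readout of PI5P4Kalpha activity in a qHTS format. Reaction: enzyme, substrate, compound, ATP at 5 microM final, 60 min at RT.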
PLK1 PBD inh – blocks phosphopeptide binding to human PLK1 polo-box domain; Plk1 PBD binding of FITC phosphopeptide, fluorescence polarization; 360,000 tested, 2.8% active; AID 720504; Potency, µM, without a hit: max response, negative = inhibition, most hits filed as inhibitors; P53350; note: potency is the fitted concentration of half-maximal effect; series mostly up to about 57 µM; % is set by controls: 0 for no effect and ±100 for the full control effect; nearly all actives have a fitted effect of over 65% in size
FUS suppressor – suppressors of FUS proteinopathy in yeast. Potency, µM (top dose mostly 76.6 µM), without a hit: top-dose growth rescue (activation), usual class: activators. AID 1347120. S. cerevisiae FUS-expressing, growth rescue, OD600, 24 h. 390,000 tested, 0.24% active;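 note: potency is the fitted concentration of half-maximal effect; plate controls were DMSO vehicle for no effect and reference control for full effect; nearly all actives have a fitted effect of over 55% in size; some results filed as inactive show a strong effect at the top dose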
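Yeast expressing FUS under galactose induction, OD 0.005 in 2% galactose medium; compounds in a dilution series, 24 h at 30C. Growth rescue by absorbance at 600 nm; CP55940 positive control, DMSO negative.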
WRN inhibitor – inhibitors of human WRN helicase; Potency, µM (titrated, usually from 114 µM), without a hit: at the highest dose activity change, negative = inhibition, usual class: inhibitors; 360,000 tested, 0.46% active; AID 651768; Q14191; WRN helicase unwinding, fluorescent forked duplex, kinetic; note: potency is the fitted concentration of half-maximal effect; % is set by controls: 0 for no effect and ±100 for the full control effect; nearly all actives have a fitted effect of over 55% in size
Target sequence (Q14191 whole entry, looked up): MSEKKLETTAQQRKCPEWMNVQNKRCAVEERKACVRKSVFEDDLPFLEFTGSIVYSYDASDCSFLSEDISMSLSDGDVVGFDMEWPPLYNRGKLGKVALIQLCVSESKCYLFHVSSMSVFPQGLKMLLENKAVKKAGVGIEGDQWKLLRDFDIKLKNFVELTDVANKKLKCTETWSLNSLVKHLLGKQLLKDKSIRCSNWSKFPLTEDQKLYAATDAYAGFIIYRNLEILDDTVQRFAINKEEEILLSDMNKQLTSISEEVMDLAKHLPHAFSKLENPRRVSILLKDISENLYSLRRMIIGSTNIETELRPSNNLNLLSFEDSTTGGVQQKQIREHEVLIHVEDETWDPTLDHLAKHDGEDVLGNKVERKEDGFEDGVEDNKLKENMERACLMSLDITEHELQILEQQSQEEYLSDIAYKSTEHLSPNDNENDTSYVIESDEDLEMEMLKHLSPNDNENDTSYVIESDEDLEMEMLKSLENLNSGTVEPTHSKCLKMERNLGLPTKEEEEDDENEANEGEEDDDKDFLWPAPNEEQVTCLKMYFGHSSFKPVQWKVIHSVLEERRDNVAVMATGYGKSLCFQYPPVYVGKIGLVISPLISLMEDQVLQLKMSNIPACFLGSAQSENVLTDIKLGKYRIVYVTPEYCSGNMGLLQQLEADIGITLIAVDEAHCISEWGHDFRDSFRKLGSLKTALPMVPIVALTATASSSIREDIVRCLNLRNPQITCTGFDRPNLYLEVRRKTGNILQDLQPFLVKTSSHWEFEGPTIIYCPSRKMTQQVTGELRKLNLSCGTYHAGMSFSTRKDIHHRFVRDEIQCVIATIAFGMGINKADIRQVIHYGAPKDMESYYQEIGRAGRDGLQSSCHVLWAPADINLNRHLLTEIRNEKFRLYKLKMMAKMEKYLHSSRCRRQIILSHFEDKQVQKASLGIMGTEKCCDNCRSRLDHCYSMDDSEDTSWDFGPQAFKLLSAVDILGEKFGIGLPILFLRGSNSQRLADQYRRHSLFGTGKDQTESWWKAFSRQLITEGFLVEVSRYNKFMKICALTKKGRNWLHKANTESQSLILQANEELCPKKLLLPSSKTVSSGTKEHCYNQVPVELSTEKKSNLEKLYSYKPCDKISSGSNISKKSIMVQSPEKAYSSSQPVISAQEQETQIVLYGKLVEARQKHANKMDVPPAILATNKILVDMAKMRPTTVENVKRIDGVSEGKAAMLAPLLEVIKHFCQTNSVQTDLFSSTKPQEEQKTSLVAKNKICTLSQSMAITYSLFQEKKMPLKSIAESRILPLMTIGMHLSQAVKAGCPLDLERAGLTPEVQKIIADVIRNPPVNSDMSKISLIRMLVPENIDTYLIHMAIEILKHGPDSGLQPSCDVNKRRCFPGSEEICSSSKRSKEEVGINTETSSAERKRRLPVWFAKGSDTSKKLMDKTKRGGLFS
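Kinetic fluorescence helicase assay: unwinding of a quenched forked DNA duplex (100 nM final) with 2 mM ATP final raises red fluorescence (525/598 nm). Compounds sat 15 min at room temperature with 20 nM WRN beforehand.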
* marks the source's active call; other numbers are inactive results; ? = inconclusive; / = not tested or not shown; [ ] = remark or other dose. Unless noted, calls come from the whole dose curve; as a rule, active = well fitted curve in the direction sought with a large enough effect; inconclusive = small, poorly fitted or top-dose-only effect, or another doubt; inactive = no such curve, though single readings can be large; an effect the other way counts as inactive or inconclusive. No enrichment for hits; about 4.1% have a hit in one of these screens.

Values run as follows: Abeta rescue	EPAC1 ag	EPAC1 antagonist	aSyn rescue	IL2 activator	PI5P4Ka inh	PLK1 PBD inh	FUS suppressor	WRN inhibitor
- CCOc1cccc2c1OC1(CCCCC1)N1N=C(c3cccnc3)CC21 (stereo not drawn)
    -19%	-1%	-14%	25%	-0.2	2	-5%	/	-9%
- Cc1ccc(C(=O)Nc2ccc3nccnc3c2)cc1
    -34%[inhibitor]	1%	-1%	-17%	-1.1	-12	-24%	-19%	9%
- COc1ccc(N2C(=O)C3[C@@H](C2=O)C2(Cl)C(Cl)=C(Cl)C3(Cl)C2(OC)OC)cc1 (stereo partly drawn)
    -8%	12%	-22%	-1%	0.3	9	0%	/	-6%
- O=c1cc(Nc2ccc3c(c2)OCCO3)[nH]c(=O)n1Cc1ccc(F)cc1
    -17%	5%	-7%	0%	1.1	/	-10%	?	-25%
- O=C(NCC1CCCO1)c1ccccc1-c1nc(-c2ccccc2F)no1 (stereo not drawn)
    5%	-3%	7%	6%	-1.3	0	-10%	-8%	1%
- COc1ccc(O)c(C=Nc2cc(NC(C)=O)c(Cl)cc2Cl)c1
    -15%	1%	-13%	7%	1.1	1	-11%	/	-1%
- Cc1nc(N2CCN(S(=O)(=O)c3ccc(F)cc3)CC2)c2c(C)c(C)sc2n1
    8%	-3%	19%	9%	-1.5	/	-6%	-21%	4%
- O=C(N/N=C/c1ccc(Cl)cc1)c1n[nH]c2c1CCCC2
    17%	-1%	7%	-1%	1.1	4	-1%	-15%	-10%
- CC(C)CNC(=O)C(=O)NCCCN1CCOCC1
    17%	3%	11%	-2%	0.7	0	21µM*	-9%	8%
- CCOc1ccc2ccccc2c1/C=N/NC(=O)c1cc(C)[nH]n1
    18%	1%	2%	11%	0.8	7	-9%	-3%	-8%
- O=C(NCC1CCCO1)c1ccc(Cl)c(S(=O)(=O)Nc2ccccc2)c1 (stereo not drawn)
    0%	-11%	1%	0%	0.5	2	-17%	2%	-20%
- Cc1ccnc(N(C(=O)Nc2ccccc2)C2=NCC(C)(C)S2)c1
    6%	7%	-2%	3%	-2.7	-1	-2%	-1%	-3%
- CCN(CCn1cccn1)C(=O)c1cc(COc2cc(C)ccc2C)on1
    -3%	-10%	-15%	1%	-0.4	7	-14%	/	-25%
- CN(C(=S)Nc1cccnc1)c1ccc(O)cc1
    19%	0%	-1%	0%	2.6	-9	-7%	0%	-11%[57.1 µM]
- Cc1cccc(NC(=O)CCN2CCN(C/C=C/c3ccccc3)CC2)c1
    -3%	2%	-1%	-1%	-1.0	4	-7%	?	4%[57.1 µM]
- Cc1cccc(OCc2n[nH]c(=S)n2C2CCCCC2)c1
    29%	10%	-16%	?	-1.1	/	-18%	21%	-8%
- Cc1cc2ccccc2n1CCNC(=O)COc1ccccc1
    -12%	-8%	-7%	-4%	-2.0	1	-23%	44%	-25%
- O=C(Nc1c(Cl)cccc1Cl)c1cc(-c2ccco2)on1
    -12%	4%	12%	-1%	0.1	-2	-4%	3%	8%
- Cn1c(NCc2ccco2)nc2c1c(=O)n(Cc1ccc(Cl)cc1Cl)c(=O)n2C
    6%	-7%	6%	-1%	-2.2	/	-2%	-11%	-2%[57.1 µM]
- O=C(OCc1cc2ccccc2[nH]c1=O)c1ccco1
    -13%	-2%	8%	-3%	-2.6	/	1%	-7%	6%
- CCCCOc1ncnc2c1[nH]c1ccc(OCC)cc12
    11%	-1%	2%	-1%	1.9	/	-4%	10%	-1%
- CCCCn1c(N)c(N(CC)C(=O)C2CCN(C(=O)c3ccccc3C)CC2)c(=O)[nH]c1=O
    -6%	12%	-19%	4%	1.8	3	3%	-12%	-1%
- CCOC(=O)N/N=C/c1c(C)c(C(=O)c2ccc(F)cc2)n2ccccc12
    -7%	5%	5%	-3%	-3.1	-12	0%	-24%	-25%
- O=C(c1ccco1)N1CCCC(c2nc3c(nnn3Cc3cccc(Cl)c3)c(=O)[nH]2)C1 (stereo not drawn)
    -6%	-3%	-15%	1%	0.3	8	-5%	24%	-6%
- CC(C)c1ccc(C(=O)NN2CCOCC2)cc1
    12%	3%	3%	4%	-2.9	0	-1%	-8%	12%
- COc1ccccc1CN1C(=O)C(C)ON=C1c1ccccc1F (stereo not drawn)
    -3%	-5%	-13%	-6%	0.5	7	-1%	-2%	5%[57.1 µM]
- Cn1ccc(=Nc2ccc(NC(=O)c3ccc(N=c4ccn(C)c5ccc([N+](=O)[O-])cc45)cc3)cc2)cc1
    -50%[inhibitor]	7%	-10%	-5%	0.6	3	-10%	0%	40µM*
- COc1ccc(C(=O)Nc2sc3c(c2C(=O)O)CC(C)(C)OC3)cc1
    18%	-1%	2%	4%	-2.2	-8	1%	-17%	-8%
- CCN(c1ccc2c(c1)OCO2)S(=O)(=O)c1cc(Br)cc2c1N(C(=O)C1CC1)CC2
    2%	16%	-1%	-19%	-3.8	/	-15%	18µM*	-10%
- Cc1cc2occ(CC(=O)N(C)CC(=O)Nc3ccc(F)cc3)c2cc1C
    28%	-10%	?	1%	0.0	12	-5%	?	-18%
- OC[C@@H]1CN(CCN2CCOCC2)C[C@H](n2cnc3c(Nc4ccccc4)ncnc32)O1
    -5%	3%	-6%	2%	0.9	0	4%	-13%	-3%
- CCC(C)NC(=O)c1cnn2c1NC(c1cccs1)CC2C(F)(F)F (stereo not drawn)
    16%	-7%	5%	9%	-0.2	-9	-2%	-4%	5%
- NC(=S)NN=C1c2ccccc2-c2c(F)c(F)c(F)c(F)c21
    0%	-7%	-14%	-9%	-0.4	-12	8.4µM*	/	-16%
- CCOC(=O)c1c(NC(=S)NC(=O)c2ccc(Cn3cc(Cl)cn3)o2)sc2c1CCC(C)C2 (stereo not drawn)
    -1%	0%	-3%	0%	-1.2	0	-11%	6%	-8%
- Cc1ccc(C(=O)NC(=O)CSc2nnc(C)s2)cc1
    -12%	-11%	19%	?	-3.8	-3	-2%	-6%	10%
- CCC(C)NCCCOc1c(C)cc(C)cc1Br (stereo not drawn)
    -15%	11%	5%	-3%	-1.9	-4	-11%	-1%	2%
- Cc1ccccc1NS(=O)(=O)c1ccc(C(=O)NCC2(N3CCOCC3)CCCCC2)cc1
    -8%	17%	?	-1%	-0.9	1	-14%	4%	-7%
- O=C(Nc1ccc(S(=O)(=O)NC2=NCCCCC2)cc1)c1cc(F)c(F)cc1Cl
    4%	5%	3%	0%	-3.8	-5	-4%	6%	1%
- CC(=O)Oc1ccc(-c2cc3c(OC(C)=O)cc(OC(C)=O)cc3oc2=O)cc1
    -10%	-2%	-14%	-7%	-0.5	-56*	-13%	8%	-16%
- COc1ccc(OC)c(NC(=O)c2cc3c(cc2Cl)N2CCCCCC2=NS3(=O)=O)c1
    -7%	6%	-13%	-1%	0.2	-8	3%	-2%	-18%
- O=C(NCc1ccco1)c1nc2c(nnn2Cc2ccccc2Cl)c(=O)[nH]1
    0%	-4%	10%	1%	-2.7	/	-3%	16%	-3%[57.1 µM]
- Cc1cc(CN2CCC(n3nccc3NC(=O)c3ccccc3C)CC2)n[nH]1
    -6%	-5%	3%	-10%	-4.3	1	-8%	-8%	-18%
- COc1ccc(N2CCN(c3ncnc4scc(-c5ccccc5)c34)CC2)cc1
    -47%[inhibitor]	16%	9%	1%	-0.3	5	-1%	24%	2%
- COc1ccccc1C(C#N)N1N=C(C)CC1c1ccccc1 (stereo not drawn)
    -24%	4%	-2%	10%	-0.9	0	-12%	-23%	-3%
- CC(O)(c1ccc(F)c(F)c1)c1nc(-c2cccc(C#N)c2)cs1 (stereo not drawn)
    9%	-5%	-17%	-13%	-0.6	10	-10%	11%	-14%
- O=C(Cc1ccc([N+](=O)[O-])cc1)OCc1c(F)cccc1Cl
    -5%	1%	0%	19%	-0.5	3	-8%	-17%	-3%
- COc1ccccc1N1CCN(/N=C/c2ccc(OC)c(OC)c2OC)CC1
    20%	0%	9%	-1%	-2.8	1	-8%	-10%	-4%
- O=S(=O)(N1CCOCC1)N1CCN(c2ccccc2F)CC1
    20%	-1%	15%	24%	-0.6	/	2%	-6%	0%
- O=C(O)CCNc1nc(-c2ccccc2)nc2ccccc12
    -9%	15%	-4%	-2%	0.4	2	-8%	25%	-11%
- O=C(COC(=O)c1cccs1)NC12CC3CC(CC(C3)C1)C2
    6%	3%	-2%	2%	0.7	-1	-17%	-14%	2%
- Cc1sc2nc(SCC(=O)NCCOCCO)nc(N)c2c1C
    2%	20%	-8%	-6%	3.5	0	?	9%	-10%
- O=C(Cn1nc(C(F)F)cc1C1CC1)NCCC1=CCCCC1
    7%	9%	10%	0%	-1.1	/	-9%	14%	3%
- CCCOc1ccc(NC(=O)C2CC(=O)N3CCCN=C3S2)cc1 (stereo not drawn)
    -15%	4%	1%	15%	1.5	/	-7%	15%	7%
- CC1(C)CC(=O)C=C(NC2CCCCCCC2)C1
    15%	-4%	0%	-3%	3.1	7	1%	-11%	-4%
- Cc1ccc([C@H]2N[C@]3(CCCN(Cc4ccccc4)C3=O)[C@H]3C(=O)N(Cc4ccccc4)C(=O)[C@@H]23)cc1
    -7%	-12%	9%	-3%	2.4	-10	6%	41%	0%
- Cc1ccc(NC(=O)c2cc(N(C)C)ccc2[P+](=O)O)cc1
    9%	-4%	19%	-12%	0.6	/	-2%	12%	1%
- COc1ccccc1N1CCN(C(=S)Nc2ccc(F)cc2)CC1
    ?	0%	-9%	11%	-1.9	-3	-23%	-5%	?
- COc1ccc(NC(=O)c2cccc(NC3=NC4CS(=O)(=O)CC4S3)c2)cc1Cl (stereo not drawn)
    -23%	0%	-9%	-1%	-2.9	-3	-21%	5%	-7%
